From PubChem
Caspase-7 inhib: allosteric or competitive inhibitors of human caspase-7. P55210. recombinant caspase-7, Ac-DEVD-AFC fluorescence rate. Potency, µM (series often up to 57.5 µM), without a hit: top-dose activity change, negative = inhibition, hits mostly inhibitors. 75,000 compounds, 0.02% hits. AID 889; active means well fitted inhibition curve with a large enough effect in the main read-out, with a control signal flat, not every such curve was filed as active; inconclusive means small, poorly fitted or top-dose-only effect, or a change in a side signal; further: potency means the concentration at half of the fitted maximal effect; % of control where 0% means no effect
Target sequence (P55210 24-198 limits assumed): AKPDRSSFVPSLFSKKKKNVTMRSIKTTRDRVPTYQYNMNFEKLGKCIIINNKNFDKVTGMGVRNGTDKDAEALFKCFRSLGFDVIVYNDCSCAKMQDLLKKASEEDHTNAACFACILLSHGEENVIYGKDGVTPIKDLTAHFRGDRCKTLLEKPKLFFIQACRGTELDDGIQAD
Target sequence (P55210 207-303 limits assumed): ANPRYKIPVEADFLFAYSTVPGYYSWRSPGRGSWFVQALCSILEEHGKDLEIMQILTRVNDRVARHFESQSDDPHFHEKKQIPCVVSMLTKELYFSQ
USP2a inhib: inhibitors of human ubiquitin-specific protease USP2a; O75604; USP2a enzymatic assay, qHTS inhibition; Potency, µM (highest dose often 38.3 µM), without a hit: top-dose activity change, negative = inhibition, most hits filed as inhibitors; 60,000 compounds, 0.1% hits; AID 927;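 further: potency means the concentration at half of the fitted maximal effect; nearly all actives have a fitted effect of over 60% in size; plate controls were DMSO for no effect and NEM full inhibition control for full effect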
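20 nM USP2 core + cpd, 30 min RT; add 20 nM Ub-PLA2/20 uM NBD C6-HPC; read Ex460/Em535 at 0 h and 2.5 h. Normalized to NEM; qHTS curve fit/classification.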
Casp1 inh: allosteric or competitive inhibitors of human caspase-1; P29466; Caspase-1 enzyme, Ac-WEHD-AFC fluorogenic rate; Potency, µM (titrated, usually from 57.5 µM), without a hit: at the highest dose activity change, negative = inhibition, actives largely listed as inhibitors; 75,000 compounds, 0.03% hits;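 further: potency means the concentration at half of the fitted maximal effect; plate controls were vehicle for no effect and no substrate for full effect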
Target sequence (P29466 120-297 limits assumed): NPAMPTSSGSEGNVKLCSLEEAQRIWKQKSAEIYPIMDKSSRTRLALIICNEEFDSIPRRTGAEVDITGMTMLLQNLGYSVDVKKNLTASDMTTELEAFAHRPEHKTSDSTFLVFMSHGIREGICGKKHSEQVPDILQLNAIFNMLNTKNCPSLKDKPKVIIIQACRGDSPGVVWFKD
Target sequence (P29466 317-404 limits assumed): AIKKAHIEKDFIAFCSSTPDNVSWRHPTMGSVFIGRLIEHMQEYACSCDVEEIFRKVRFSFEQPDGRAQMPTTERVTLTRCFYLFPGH
HEK293 cAMP cs: raises cAMP in parental HEK293 cells, TSHR agonist counter-screen; parental HEK293 CNG cAMP sensor, membrane potential fluorescence; Potency, µM (highest dose often 57.1 µM), for the others: at the top dose activation, usual class: activators; 73,000 compounds, 2.5% hits; AID 938; further: potency means the concentration at half of the fitted maximal effect; % of control where 0% means no effect; nearly all actives have a fitted effect of over 55% in size
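Counterscreen for endogenous-receptor signalling: CNG-channel HEK 293 cells report cAMP rise by membrane depolarization. After 60 min dye equilibration with 100 uM RO 20-1724, compounds incubated 30 min before bottom-read fluorescence at 590 nm.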
Rhodamine fluor: rhodamine region autofluorescence | Rhodamine-region fluorescence, 547/598 nm, Tris buffer; active compounds read high | max dye-equivalent concentration, M | 59,000 compounds, 0.05% hits; in the data active means max dye-equivalent concentration above about 11 nM; inconclusive means between about 1.1 nM and that limit
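qHTS spectral profiling of compounds without any target or enzyme present, in pH 8.0 Tris buffer; plates were read after a 15-minute room-temperature incubation using the rhodamine-region filter set.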
TexasRed autofl: compound fluoresces in the Texas Red spectral region; Compound fluorescence, Texas Red channel, 547/618 nm; active compounds read high; max dye-equivalent concentration, M; 59,000 compounds, 0.06% hits; AID 587; in the data active means max dye-equivalent concentration above about 10 nM; inconclusive means between about 1.1 nM and that limit
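Dye-equivalent concentrations come from scaling compound signal (ex 547, em 618 nm) to six Texas Red standard concentrations run on every plate, after 15 min room-temperature incubation in pH 8.0 Tris (100 mM).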
Tau filament bind: binds recombinant human tau filaments; AID 596; P10636; recombinant tau filaments, thioflavin S fluorescence, 15 h; filaments grown with octadecylsulfate alongside compound; 71,000 compounds, 2% hits; Potency, µM (series often up to 57.1 µM), for inactives: at the highest dose activity change, negative = inhibition;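 further: potency means the concentration at half of the fitted maximal effect; on the % scale 0 is the no-effect control and ±100 the full control effect; actives lower thioflavin S fluorescence by blocking filaments or displacing dye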
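Thioflavine S fluorescence (ex 450, em 510 nm) reports filaments formed from 1 uM human tau plus 30 uM ODS over 15 h at 37 C (10 mM HEPES pH 7.4, 100 mM NaCl, 5 mM DTT); compounds displacing dye or blocking filaments lower signal.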
FLuc inh: blocks Photinus pyralis firefly luciferase activity; P08659; purified firefly luciferase, luminescence, 8 min; Potency, µM (titrated, usually from 57.1 µM), for the others: top-dose activity change, negative = inhibition, actives largely listed as inhibitors; 72,000 compounds, 2.2% hits; further: potency means the concentration at half of the fitted maximal effect; on the % scale 0 is the no-effect control and ±100 the full control effect; nearly all actives have a fitted effect of over 40% in size
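Here, luciferase activity is measured as luminescence following an 8 min room-temperature reaction at 10 uM ATP, pH 7.2. Every library sample is titrated.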
HADH2 inh: HADH2 (human) dehydrogenase inhibition; recombinant HADH2, NADH fluorescence, beta-hydroxybutyryl-CoA; Potency, µM (top dose mostly 57.1 µM), without a hit: at the top dose activity change, negative = inhibition, actives largely listed as inhibitors; 73,000 compounds, 3.4% hits; AID 886; further: potency means the concentration at half of the fitted maximal effect; on the % scale 0 is the no-effect control and ±100 the full control effect; nearly all actives have a fitted effect of over 60% in size; many of its hits are not listed in these tables
Target sequence (Q99714 whole entry, looked up, one chain of several): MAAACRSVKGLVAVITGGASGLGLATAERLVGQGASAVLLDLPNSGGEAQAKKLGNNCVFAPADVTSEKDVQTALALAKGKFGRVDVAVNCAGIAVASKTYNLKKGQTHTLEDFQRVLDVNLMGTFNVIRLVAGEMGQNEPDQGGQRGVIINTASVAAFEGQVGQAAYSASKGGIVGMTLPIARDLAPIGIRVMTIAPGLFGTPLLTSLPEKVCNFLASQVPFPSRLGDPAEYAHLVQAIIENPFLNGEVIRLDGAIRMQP
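His-tagged recombinant enzyme from E. coli, 20 nM, preincubated 15 min RT with compound; reaction started with 1 mM NAD+ and 90 uM beta-hydroxybutyryl-CoA in 100 mM Tris-HCl pH 9.0. NADH fluorescence (ex 360/em 450) read over 4 min; last-minus-first difference.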
Fluorescein fluor: fluorescein region autofluorescence; Compound autofluorescence, 480/540 nm, fluorescein-equivalent; active compounds read high; 59,000 compounds, 0.91% hits; max fluorescein-equivalent concentration, M; in the data active means max fluorescein-equivalent concentration above about 10 nM; inconclusive means between about 1.1 nM and that limit
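Library compounds, added at multiple concentrations to pH 8.0 Tris buffer (100 mM), incubate 15 min at room temperature before CCD imaging at 480 nm excitation and 540 nm emission.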
ERK AVP inh: inhibitors of vasopressin-stimulated ERK signaling pathway; HEK293-V1b, vasopressin-stimulated pERK AlphaScreen; Potency, µM (titrated, usually from 57.5 µM), without a hit: at the highest dose activity, negative = inhibition, hits mostly inhibitors; 72,000 compounds, 0.99% hits; AID 995; further: potency means the concentration at half of the fitted maximal effect; on the % scale 0 is the no-effect control and ±100 the full control effect; nearly all actives have a fitted effect of over 55% in size
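Overnight-seeded V1b-HEK293 cells in 1% FBS got compound, then vasopressin (25 nM final, 5 min, 37C), then lysis buffer. AlphaScreen detection of phospho-ERK; activity normalized to basal and full-stimulation controls.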
Numbers without * were called inactive; i = inactive; ? = inconclusive; / = no result given; [ ] = another dose, or the depositor's remark. Unless noted, the call rests on the fitted dose curve; in most records, active means well fitted curve in the direction sought with a large enough effect; inconclusive means small, poorly fitted or top-dose-only effect, or another doubt; inactive means no such curve, though single readings can be large; an effect the other way counts as inactive or inconclusive. An excerpt. The share of hits here may be higher or lower than overall.

SMILES | Caspase-7 inhib | USP2a inhib | Casp1 inh | HEK293 cAMP cs | Rhodamine fluor | TexasRed autofl | Tau filament bind | FLuc inh | HADH2 inh | Fluorescein fluor | ERK AVP inh
O=C1NCCCCC1NC1CC(=O)N(c2ccccc2)C1=O (configuration not stated) | -3.1% | 0.0% | -2.6% | -0.4% | i | i | 0.0% | 3.9% | 12.5% | i | 6.6%
Cc1ccccc1OCc1nnc(SCC(=O)Nc2ccc3c(c2)oc2ccccc23)n1C | 0.6% | 34.6%[activator] | -0.2% | -8.7% | i | i | -4.1% | -6.9% | 11.9% | i | -8.3%
CC(=O)N1C2(C=CC1(C)C(=O)NCc1ccc(C)o1)CCCCC2 (configuration not stated) | -3.7% | / | 0.1% | 7.5% | / | / | 9.2% | / | -14.6% | / | 12.4%
Cc1nc(SCC(=O)NCc2ccco2)c2c3c(sc2n1)CCCC3 | -5.4% | 20.3% | -4.0% | 12.6µM* | i | i | 38.6% | 3.3% | 3.5% | i | -0.4%
O=c1nc(-c2ccccc2)cc(-c2ccccc2)[nH]1 | 1.0% | -1.8%[7.66 µM] | -1.1% | 11.0%[11.4 µM] | / | / | -18.0%[11.4 µM] | 1.8% | ? | / | -6.2%
Cc1ccc(CCN2CC(C(=O)NC3CCCC3)CC2=O)cc1 (configuration not stated) | -2.2% | 3.0% | -1.1% | 3.7% | i | i | 9.0% | 2.8% | -7.5% | i | -9.8%
CC(CCc1ccco1)NC(=O)Cn1nc(Cc2ccncc2)c2ccccc2c1=O (configuration not stated) | -0.8% | / | 1.1% | 36.6% | / | / | 5.5% | -3.3% | 11.4% | / | -14.9%
COc1ccc(C2N(c3cc(Cl)ccc3OC)C(=O)C3CCCN32)cc1 (configuration not stated) | 1.8% | / | -3.0% | 1.7% | / | / | -23.1% | 1.8% | 2.7% | / | 6.6%
Cc1ccc(CCNc2ccccc2)c[n+]1[O-] | -1.7% | -4.4% | -0.6% | 0.0% | i | i | 3.4% | -1.1% | -8.7% | i | -11.7%
Cc1nc2cc(O)ccc2n1C | 1.0% | -8.2% | -1.2% | 4.9% | i | i | -7.7% | 0.6% | -5.9% | i | 1.3%
c1coc(CNc2ncnc3sc4c(c23)CCCCC4)c1 | 1.9%[0.00368 µM] | -3.1% | -3.5% | 25.1µM* | i | i | 16.0% | -1.2% | 0.0% | i | -13.6%
Cn1cccc1C(=O)N1CCC2(CCN(C(=O)Nc3cccc(F)c3)CC2)CC1 | -0.3% | 52.7%[activator] | -1.9% | -3.8% | i | i | 7.9% | 0.9%[11.4 µM] | 4.5% | i | 0.3%
Cn1c(SCc2nc3ccccc3[nH]2)nnc1-c1cccnc1 | -7.9% | 12.1% | -7.8% | -0.7% | i | i | -29.2% | 1.9% | -13.7% | i | 8.1%
O=C(O)c1ccc(Cc2ccccc2C(=O)O)cc1 | -1.0%[11.5 µM] | / | 1.5%[11.5 µM] | 12.2%[11.4 µM] | i | i | -4.2%[11.4 µM] | 1.9%[11.4 µM] | 5.8%[11.4 µM] | ? | -14.1%[11.5 µM]
OCc1nc(CO)n(Cc2ccccc2)n1 | 1.0% | 0.7% | 1.3% | 5.6% | i | i | -3.4% | 2.8% | -4.4% | i | 2.9%
CC1(c2ccccc2)NC(=O)N(CC(=O)Nc2cccc(C#N)c2)C1=O (configuration not stated) | 0.3% | 3.1% | -0.7% | -19.6% | i | i | -15.2% | 1.3% | -6.6% | i | -2.7%
CCC(=O)N1CCc2cc(Br)cc(S(=O)(=O)CC(=O)OC)c21 | -0.6% | 1.4% | -1.1% | 4.7% | i | i | -0.1% | -3.9% | ? | i | 1.1%
Brc1ccccc1C1=Nn2c(nnc2-c2ccccc2)SC1 | -2.5% | 35.1%[activator] | -2.8% | ? | i | i | -5.2% | -0.8% | ? | ? | -15.5%
CCN(Cc1ccccc1)C(=O)C1CCN(Cc2ccc(OC)c(OC)c2OC)CC1 | -0.8% | 6.3% | 2.3% | 22.6% | i | i | -15.0% | -0.8% | 8.5% | ? | -9.3%
CC(=O)NCCn1c(C)cc2ccccc21 | -0.7% | / | ? | 11.1% | / | / | -25.9% | -1.9% | -8.9% | / | /
CCOc1ccc(OCC)c(NC(=O)C2CCN(c3ncccn3)CC2)c1 | 0.3% | 3.6% | -0.9% | 2.8% | i | ? | 0.5% | 0.2% | -1.2% | i | -15.6%
CCOC(=O)N1CCN(c2cc(=O)n(C3CCCCC3)c(=O)[nH]2)CC1 | 1.0% | 7.7% | -0.2% | ? | i | i | 4.9% | -0.3% | -6.2% | i | 18.5%
CC(=O)Nc1nc(C)c(S(N)(=O)=O)s1 | 1.4% | -9.3% | -0.7% | 10.0% | i | i | -4.9% | 1.4% | 1.1% | i | -0.8%
Cc1cc(C)n2nc(S(=O)(=O)N(CC(C)C)CC(C)C)nc2n1 | -1.7% | / | -2.3% | 1.3% | / | / | 1.8% | 0.8% | 0.8% | / | /
CCOC(=O)C1CCN(c2c(NCc3ccc(C(=O)O)cc3)c(=O)c2=O)CC1 | 0.4% | / | 1.2% | 2.1% | / | / | 7.9% | -1.2% | 0.3% | / | /
CC1(C)Cc2nc3oc4c(NCc5ccccc5)ncnc4c3cc2CO1 | 0.3% | 16.1% | -0.2% | -0.5% | i | i | -26.4% | 0.2% | ? | i | -22.8%
N#Cc1cn(-c2ccccc2)nc1-c1cc2ccccc2oc1=O | -2.7% | -11.5% | -5.2% | ? | i | i | 51.9% | 1.2% | 25.1µM* | i | 18.1%
CC1CCC(NC(=O)CN2CCC(n3nnc4cc(F)ccc43)CC2)CC1 (configuration not stated) | -1.5% | 22.2% | -0.5% | 8.3% | i | i | -10.2% | 2.2% | 15.0% | i | 15.7%
CCOC(=O)c1ccc(S(=O)(=O)NC2CCCCCCC2)n1C | -0.7% | 4.0% | -2.3% | 8.6% | i | i | 7.4% | 1.8% | 5.8% | i | 7.8%
Cc1ccc(-n2c(CSc3nc(C)cc(C)n3)nnc2SCC(=O)N2CCCC2)cc1 | 2.9% | 5.9% | 0.4% | 1.8% | i | i | 8.1% | 2.3% | 12.6% | i | -10.5%

The list goes on, starting with the last five of the part before.
SMILES | Caspase-7 inhib | USP2a inhib | Casp1 inh | HEK293 cAMP cs | Rhodamine fluor | TexasRed autofl | Tau filament bind | FLuc inh | HADH2 inh | Fluorescein fluor | ERK AVP inh
CC1(C)Cc2nc3oc4c(NCc5ccccc5)ncnc4c3cc2CO1 | 0.3% | 16.1% | -0.2% | -0.5% | i | i | -26.4% | 0.2% | ? | i | -22.8%
N#Cc1cn(-c2ccccc2)nc1-c1cc2ccccc2oc1=O | -2.7% | -11.5% | -5.2% | ? | i | i | 51.9% | 1.2% | 25.1µM* | i | 18.1%
CC1CCC(NC(=O)CN2CCC(n3nnc4cc(F)ccc43)CC2)CC1 (configuration not stated) | -1.5% | 22.2% | -0.5% | 8.3% | i | i | -10.2% | 2.2% | 15.0% | i | 15.7%
CCOC(=O)c1ccc(S(=O)(=O)NC2CCCCCCC2)n1C | -0.7% | 4.0% | -2.3% | 8.6% | i | i | 7.4% | 1.8% | 5.8% | i | 7.8%
Cc1ccc(-n2c(CSc3nc(C)cc(C)n3)nnc2SCC(=O)N2CCCC2)cc1 | 2.9% | 5.9% | 0.4% | 1.8% | i | i | 8.1% | 2.3% | 12.6% | i | -10.5%
N#CCCNc1ccc(OCCC#N)cc1 | 0.6% | -4.9% | 0.2% | 5.6% | i | i | 4.5% | -0.1% | 2.0% | ? | 10.3%
Cc1ccc(-n2nnnc2SCC(=O)N2CCc3ccccc3C2)cc1 | -0.9% | 6.6% | -0.2% | 29.8% | i | i | 12.9% | 2.7% | -3.7% | i | -1.4%
CCOC(=O)N1CCN(C(=O)C2CCC(=O)N2C(C)C)CC1 (configuration not stated) | 0.1% | -2.0% | -3.0% | 13.2% | i | i | 5.4% | 1.9% | 6.1% | i | 3.4%
Oc1ccc(O)c2c(O)cccc12 | -27.9% | / | ? | ? | / | / | 5.01µM* | / | 1.26µM* | / | -3.5%
COc1ccc(S(=O)(=O)N2CCC(C(=O)NCC(c3cccs3)N(C)C)CC2)cc1 (configuration not stated) | -0.2% | 7.1% | 1.6% | -3.0% | i | i | 4.5% | 1.9% | -1.6% | ? | 11.5%
O=c1c(CCc2ccccc2)nc2cnc(Oc3ccccc3)nc2n1C[C@H]1CCCO1 | -6.7% | 27.9% | -5.9% | ? | i | i | -19.3% | 0.3%[11.4 µM] | -12.2% | ? | 53.4%[activator]
